AID2073 – inhibitors of Mint1-CaV2.2 protein interaction, biochemical, HTRF (AID 2073); HTRF protein-protein interaction, Mint1-CaV2.2; higher % means a stronger effect; inhibition, % at 20 µM; hits with a dose series show IC50 in µM; 290,000 tested, 0.19% active; in the data active means inhibition mostly above about 51%, no sharp cut-off; further: some results filed as inactive read as strong as hits
M1AAP inhibition – P. falciparum M1AAP inhibitors, biochemical, fluorogenic H-Leu-NHMec substrate, 1536-well (AID 1445); recombinant M1AAP, H-Leu-NHMec fluorogenic kinetic assay; higher % means a stronger effect; one-dose inhibition, % at 30 µM; IC50 in µM for titrated hits; 220,000 tested, 0.42% active;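 active means primary inhibition above the hit cutoff, then over 50% inhibition at one or more dose response concentrations, cut at about 23% in these data, passing the limit was not always enough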;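 further: plate controls were DMSO full reaction for no effect and no enzyme background for full effect; strong numbers were not always called active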
Dynein cargo inh – inhibitors of GR-EGFP nuclear translocation, primary screen, dynein cargo transport inhibitor project, imaging, high-content, 3617.4 mouse cells; test concentration mostly 20 µM; stimulated with dexamethasone, 1 µM; hits give low values; z-score, hits read low; 220,000 tested, 0.47% active;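 active means plate z-score of nuclear minus cytoplasmic receptor signal below a set negative limit, without overly bright fluorescence or cell loss, cut at about -3.5 in these data, passing the limit was not always enough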;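 further: z-score of nuclear minus cytoplasmic ring GR-EGFP intensity difference per well; some compounds called inactive have numbers as strong as hits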
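Buffer or medium: tet-free, stripped-serum medium; Also added: dexamethasone, 1.0 µM final; Technique: high-content fluorescence imaging after fixation; Times: 48 h induction, 1 h compound, 30 min dex at 37 °C; Read-out: per-cell GR-EGFP intensity, nucleus versus surrounding cytoplasmic ring, well-averaged.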
GPR55 beta-arrestin – GPR55 agonists via beta-arrestin recruitment, primary screen, imaging, U2OS cells, beta-arrestin-GFP redistribution (AID 1961). G-protein coupled receptor 55 (Homo sapiens). U2OS GPR55 beta-arrestin-GFP redistribution imaging; higher % means a stronger effect. activation, % at 10 µM; hits with a dose series show EC50 in µM. 290,000 tested, 0.048% active;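 active means activation above 40% with more than 50 cells counted in the well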;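 further: U2OS osteosarcoma cells stably expressing GPR55 and beta-arrestin-GFP; plate controls were DMSO negative control for no effect and LPI positive control for full effect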
NOD1 inhibition – NOD1 signaling inhibitors, primary screen, cell-based, luminescence, uHTS (AID 1578) | inhibition, % at 4 µM, or EC50 in µM where a hit was titrated | NOD1-driven NF-kB luciferase reporter cells, luminescence; higher % means a stronger effect | 290,000 tested, 1% active; in the data active means inhibition mostly above about 36%, no sharp cut-off; inactive means mostly below about 34%;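 further: HEK-293T reporter cells stimulated with the NOD1 agonist gamma-tri-DAP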
KOR beta-arrestin-1 – KOR agonists, beta-arrestin recruitment, primary screen, cell-based, luminescence, uHTS (AID 1777). Kappa-type opioid receptor (Homo sapiens). KOR beta-arrestin recruitment, luminescence; higher % means a stronger effect. one-dose activation, % at 10 µM; EC50 in µM for titrated hits. 280,000 tested, 0.02% active; in the data active means activation above about 50%, passing the limit was not always enough; further: a part of the inactive calls stands beside numbers as strong as those of hits
NOD2 inhibition – NOD2 signaling inhibitors, cell-based, luminescence, uHTS, HEK293 (AID 1566). HEK293 NOD2/NF-kB luciferase reporter, luminescence; higher % means a stronger effect. one-dose inhibition, % at 4 µM; EC50 in µM for titrated hits. 290,000 tested, 0.63% active; further: many of its hits are not listed in these tables
M17LAP inhibition – P. falciparum M17LAP inhibitors, primary screen, biochemical, fluorogenic H-Leu-NHMec substrate, 1536-well (AID 1619). recombinant M17LAP, H-Leu-NHMec fluorogenic kinetic assay; higher % means a stronger effect. inhibition, % at 30 µM; hits with a dose series show IC50 in µM. 220,000 tested, 0.38% active;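 active means compound inhibiting the enzyme by more than half at any dose during confirmatory dose-response retesting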;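 further: plate controls were full reaction with DMSO carrier for no effect and no enzyme background for full effect; strong numbers were not always called active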
KOR beta-arrestin-2 – KOR antagonists, beta-arrestin recruitment, cell-based, luminescence, uHTS (AID 1778); KOR beta-arrestin recruitment, luminescence, antagonist mode; higher % means a stronger effect; 290,000 tested, 0.091% active; Kappa-type opioid receptor (Homo sapiens); one-dose inhibition, % at 10 µM; IC50 in µM for titrated hits; further: strong numbers were not always called active
Dynein cargo inh cytoplasmic EGFP – recorded beside Dynein cargo inh, whose call it bears; z-score; measured here: cytoplasmic GR-EGFP intensity; hits give high values
Dynein cargo inh nuclear GR-EGFP – recorded beside Dynein cargo inh, whose call it bears; z-score; measured here: nuclear GR-EGFP intensity;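 lower value marks the stronger effect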
Dynein cargo inh cell count – recorded beside Dynein cargo inh, whose call it bears; z-score; measured here: cell count per field
* hit, by the source's call; · = not tested or not shown; [ ] = dose if it differs, or a comment. Unless noted, no stated cut-off is given here; in the data, active means inhibition above about 50%; inactive means the rest.

canonical_smiles | AID2073 | M1AAP inhibition | Dynein cargo inh | Dynein cargo inh cytoplasmic EGFP | Dynein cargo inh nuclear GR-EGFP | Dynein cargo inh cell count | GPR55 beta-arrestin | NOD1 inhibition | KOR beta-arrestin-1 | NOD2 inhibition | M17LAP inhibition | KOR beta-arrestin-2
Cc1ccc(C(=O)C(C)OC(=O)c2nc(Cl)ccc2Cl)cc1 (stereo not drawn) | 10% | · | · | · | · | · | 0.0% | -3% | -0.6% | 15% | · | 13%
Cc1ccccc1-c1nn(-c2ccc(F)cc2F)cc1CNCCN(C)C | -4% | 5% | 0.25 | 0.58 | 0.038 | -1.3 | -0.2% | -30% | 4.7% | 4% | 0% | -40%
O=C1c2ccccc2C(=O)N1CCSc1ccccc1 | 13% | -10% | -0.36 | -0.27 | -0.2 | 1.2 | -0.1% | -57% | -4.4% | -48% | 2% | -2%
O=C1CNC(=S)N1Cc1cccc(Cl)c1 | 4% | · | · | · | · | · | 0.5% | 8% | 1.8% | -7% | · | 16%
CC(C)c1nnc(NC(=O)CCC(=O)N2CCN(c3ccc(Cl)cc3)CC2)s1 | -6% | · | · | · | · | · | 0.0% | 2% | 5.8% | 12% | · | -38%
O=C1CC2(CCCC2)CC(=O)N1CCCCN1CCN(c2ncccn2)CC1 | -1% | 1% | -0.36 | -0.29 | -0.0018 | 0.97 | -0.2% | -25% | 0.5% | -3% | -14% | 11%
CCCCN(CCO)c1ncnc2sc(-c3ccccc3)cc12 | 24% | · | · | · | · | · | 0.4% | 6% | -1.1% | 4% | · | 12%
COc1cccc(CNn2cnnc2)c1OCc1ccc(F)cc1 | 38% | -3% | 1.4 | -0.17 | 0.91 | -0.58 | -0.1% | -16% | · | 17% | -9% | 0%
CCCOc1cc(CC(=O)NCc2ccco2)ccc1OC | -1% | -11% | -0.33 | 0.91 | 0.38 | 2 | -0.3% | 7% | -7.6% | 10% | -64% | 27%
CC(C)c1cc(NC(=O)CSc2nnc(-c3ccccc3F)n2C)on1 | -11% | 16% | 0.33 | -0.23 | 0.6 | 0.55 | 0.8% | 18% | 1.7% | 20% | 29% | 15%
O=C1CCC2(C(=O)O)Sc3ccccc3N12 (stereo not drawn) | -72% | -3% | -0.9 | -0.067 | -0.28 | 0.52 | 0.1% | -27% | 10% | -5% | -11% | -26%
NC(=O)CSc1nnc(-c2ccc(S(=O)(=O)N3CCCC3)cc2)o1 | -2% | -3% | -0.41 | -0.24 | -0.39 | -0.26 | -0.2% | -32% | -7.0% | 1% | -5% | -33%
CCNC(=O)n1cc(-n2cncn2)c(-c2ccccc2)n1 | -5% | 3% | -0.94 | -0.3 | -0.29 | 0.95 | -0.1% | 5% | -2.6% | 5% | 6% | -49%[20 µM]
Cc1cc(C)nc(-n2nc(C)c(C3(O)C(=O)Nc4ccccc43)c2N)n1 (stereo not drawn) | 3% | 1% | 0.44 | -0.19 | 0.67 | 0.66 | -0.1% | -16% | -1.3% | -2% | -6% | 1%
C/C(=N\Nc1ccc([N+](=O)[O-])cc1)c1ccc(O)cc1 | 5% | 8% | 0.1 | -0.19 | -0.17 | -0.46 | -0.4% | -56% | -9.4% | -40% | -2% | 29%
Cc1ccc(CC2C(=O)N(c3ccc(F)cc3)C(=O)C2C)cc1 (stereo not drawn) | 31% | · | · | · | · | · | -0.3% | -37% | -3.1% | 7% | · | -15%[20 µM]
CC1CC(C)CN(C(=O)/C(=C\c2ccccc2)c2ccccc2)C1 (stereo not drawn) | 8% | 1% | -0.52 | -0.24 | -0.14 | 0.34 | -0.3% | -30% | 3.7% | -17% | 10% | 3%
COCCCNC(=O)CCn1c(=O)c2ccccc2n(Cc2cccc([N+](=O)[O-])c2)c1=O | -5% | 0% | -0.35 | 0.11 | -0.3 | 1 | 0.0% | -23% | 1.9% | -4% | -32% | -14%
CCC(=O)Nc1cccc(-c2nc3ccccc3c(=O)o2)c1 | -12% | 10% | -1 | -0.32 | -0.38 | -0.15 | -0.1% | 7% | -3.9% | 3% | 3% | -15%
Cc1nc(SCC(=O)Nc2c(C)n(C)n(-c3ccccc3)c2=O)[nH]c(=O)c1Cc1ccccc1 | 0% | 10% | -0.52 | -0.18 | -0.2 | 0.46 | -0.3% | -49% | -1.9% | 0% | 17% | -49%
Cc1ccc(CC(=O)N2CC(C)OC(C)C2)cc1 (stereo not drawn) | 4% | 2% | 0.71 | -0.073 | 0.79 | -0.91 | 0.0% | 16% | -0.6% | 19% | -3% | 16%
CC(/C=N/NC(=O)c1nnn(-c2nonc2N)c1C(C)C)=C\c1ccccc1 | 12% | · | · | · | · | · | 0.2% | -8% | 12% | -11% | · | -48%
COc1ccccc1-c1noc2ncnc(Nc3ccccc3C)c12 | 6% | · | · | · | · | · | -0.1% | -12% | -0.4% | -2% | · | 2%[20 µM]
CCn1c(SCC(=O)N/N=C/c2ccc(OC)c(OC)c2)nc2ccccc21 | -3% | -1% | 0.059 | -0.18 | -0.27 | 1.3 | 1.0% | -19% | -2.8% | 12% | 15% | 9%
Nc1nonc1C(=O)NCCNCc1ccccc1 | 26% | 4% | -0.54 | -0.26 | 0.38 | 0.83 | -0.1% | -8% | 2.5% | 9% | -2% | -1%
CCc1cc(C(=O)c2ccccc2)c(N)s1 | -6% | · | · | · | · | · | 0.6% | 10% | 6.9% | 10% | · | -20%
CCOC(=O)c1ccc(NC(=S)N2CCSC2c2ccc(Br)cc2)cc1 (stereo not drawn) | -2% | -1% | -0.46 | -0.3 | -0.48 | 0.25 | 0.0% | 1% | 6.7% | -17% | -11% | 24%
Cc1nnsc1S(=O)(=O)Cc1ccccc1C(F)(F)F | -5% | 3% | -0.81 | -0.28 | -0.44 | 0.78 | -0.3% | -28% | -3.9% | 5% | -2% | -8%
CS(=O)(=O)N(CC(=O)N1CCCCCC1)c1ccccc1 | -1% | -1% | 2.1 | -0.16 | 1.7 | -2.2 | 0.3% | -24% | -2.8% | -4% | -6% | 16%
C=C(C)c1cccc(C(C)(C)NC(=O)NCc2ccc(OC)c(OC)c2)c1 | 36% | -2% | -0.48 | -0.1 | 0.36 | 0.014 | -0.1% | 10% | 1.6% | 9% | 6% | -12%

An excerpt from above, showing only AID2073, M1AAP inhibition and Dynein cargo inh nuclear GR-EGFP:
smiles,AID2073,M1AAP inhibition,Dynein cargo inh nuclear GR-EGFP
C/C(=N\Nc1ccc([N+](=O)[O-])cc1)c1ccc(O)cc1,5%,8%,-0.17
Cc1ccc(CC2C(=O)N(c3ccc(F)cc3)C(=O)C2C)cc1 (stereo not drawn),31%,·,·
CC1CC(C)CN(C(=O)/C(=C\c2ccccc2)c2ccccc2)C1 (stereo not drawn),8%,1%,-0.14

The list goes on:
canonical_smiles | AID2073 | M1AAP inhibition | Dynein cargo inh | Dynein cargo inh cytoplasmic EGFP | Dynein cargo inh nuclear GR-EGFP | Dynein cargo inh cell count | GPR55 beta-arrestin | NOD1 inhibition | KOR beta-arrestin-1 | NOD2 inhibition | M17LAP inhibition | KOR beta-arrestin-2
O=C(Nc1ncc2c(n1)CC(c1ccco1)CC2=O)c1ccco1 (stereo not drawn) | -6% | 8% | -0.39 | -0.81 | -0.53 | -0.14 | 0.0% | 8% | 6.6% | -13% | -4% | 4%
Cn1nc(C(=O)OCc2ccc(Br)cc2F)c2ccccc2c1=O | 9% | -2% | 0.43 | -0.3 | 0.22 | -0.19 | -0.4% | 28% | 0.9% | 8% | -2% | -20%
Cc1ccc(NC(=O)c2sc3nc(N4CCOCC4)c4c(c3c2N)CC(C)(C)OC4)cc1 | 0% | · | · | · | · | · | 0.2% | 23% | -8.1% | 6% | · | 24%
CC1CCN(C(=O)CN(Cc2ccc(F)cc2)S(C)(=O)=O)CC1 | -3% | · | · | · | · | · | -0.3% | -14% | 2.9% | 6% | · | -10%
O=C(c1cc(-c2ccncc2)nc2c(Cl)cccc12)N1CCN(c2ccccc2F)CC1 | 10% | · | · | · | · | · | 0.3% | -15% | 5.6% | -10% | · | -68%
O=C(NC1CCCCC1)c1sc(N2CCOCC2)nc1-c1ccccc1 | 15% | 2% | 0.45 | -0.16 | 1 | -1.3 | -0.2% | 10% | 0.7% | 5% | 20% | -40%
COc1ccc(OCCNC(=O)/C=C/c2ccccc2)cc1 | -2% | 1% | 0.41 | -0.17 | 0.37 | 0.14 | -0.3% | -16% | -3.0% | 5% | 12% | -13%
O=C(O)CCC(=O)N1N=C(c2cccs2)CC1c1cn(-c2ccccc2)nc1-c1ccccc1 (stereo not drawn) | 20% | 21% | -0.48 | -0.22 | -0.46 | 1.2 | -0.1% | -5% | 2.9% | 11% | 4% | -12%
CC1CCN(C(=O)c2ccc3c(=O)n4c(nc3c2)CCCCC4)CC1 | 6% | · | · | · | · | · | -0.1% | -29% | 1.7% | 5% | · | -1%
COc1ccc(OC)c(-c2nnc(SCC(=O)N3CCCC3)o2)c1 | -1% | · | · | · | · | · | -0.2% | -27% | 0.5% | 5% | · | -23%
CCC(CC)N1CCN(Cc2nc3ccc([N+](=O)[O-])cc3c(=O)n2-c2ccccc2F)CC1 | -7% | · | · | · | · | · | 0.0% | -4% | -3.7% | -17% | · | 34%
COc1ccc(/C=C/c2nc3ccccc3n2Cc2ccccc2OC)cc1 | 21% | 9% | 0.47 | -0.22 | 0.31 | 0.21 | 1.9% | 6% | 5.5% | -127% | 0% | -18%

By substructure, the compounds so far containing a COOH group
canonical_smiles | AID2073 | M1AAP inhibition | Dynein cargo inh | Dynein cargo inh cytoplasmic EGFP | Dynein cargo inh nuclear GR-EGFP | Dynein cargo inh cell count | GPR55 beta-arrestin | NOD1 inhibition | KOR beta-arrestin-1 | NOD2 inhibition | M17LAP inhibition | KOR beta-arrestin-2
O=C1CCC2(C(=O)O)Sc3ccccc3N12 (stereo not drawn) | -72% | -3% | -0.9 | -0.067 | -0.28 | 0.52 | 0.1% | -27% | 10% | -5% | -11% | -26%
O=C(O)CCC(=O)N1N=C(c2cccs2)CC1c1cn(-c2ccccc2)nc1-c1ccccc1 (stereo not drawn) | 20% | 21% | -0.48 | -0.22 | -0.46 | 1.2 | -0.1% | -5% | 2.9% | 11% | 4% | -12%

These rows are one share of the data (hit frequency here may not be typical).
